Tn7 DDE FP = inhibitors of Tn7 peptide binding to human fibrin DD(E); inhibition, % at 8.3 µM; P02675; 370,000 tested, 0.13% active; FP displacement of FITC-Tn7 peptide from fibrin DD(E); 0% = median of compound wells per plate; AID 720508;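 active means inhibition above the mean of compounds falling within the control limits plus 3 SD of them, cut at about 14% in these data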;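 further: 0% = plate median of compound wells and 100% = 10 µM Aha-Tn7 peptide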
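Assay system: Human fibrin DD(E) protein | Medium: Tris buffer with calcium and detergent, pH 7.8 | Reagent: 0.1 µM fluorescent Tn7 | Compound dosing: Single point at 8.3 µM | Times: 10 min preincubation, 3 h with tracer, room temperature | Detection: Fluorescence polarization of the labelled Tn7 tracer | Controls: Aha-Tn7 high control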
PG9 binder = binds the HIV-1 gp120 antibody PG9 | TR-FRET gp120-PG9 antibody binding | inhibition, % at 6.7 µM | 360,000 tested, 0.43% active; in the data active means inhibition above about 8.5%
SIAE primary = inhibitors of human sialic acid acetylesterase SIAE. Q9HAT2. SIAE FP-Rh probe binding, fluorescence polarization. inhibition, % at 9.66 µM. 370,000 tested, 0.69% active;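 active means inhibition above a cutoff: mean of compounds within the control limits plus 3 SD of those, cut at about 17% in these data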;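 further: 0% = plate median of compound wells and 100% = probe without SIAE protein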
ABHD4 inh = inhibits mouse alpha/beta hydrolase domain 4; purified mABHD4, FP-Rh probe fluorescence polarization; inhibition, % at 8.92 µM; 370,000 tested, 0.54% active; AID 720543;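 active means inhibition exceeding the mean over every tested compound plus 3 SD, cut at about 30% in these data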;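 further: 0% = plate median of compound wells and 100% = S159A mutant with DMSO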
Target sequence (Q8VD66 whole entry, looked up, the tested form may be a part): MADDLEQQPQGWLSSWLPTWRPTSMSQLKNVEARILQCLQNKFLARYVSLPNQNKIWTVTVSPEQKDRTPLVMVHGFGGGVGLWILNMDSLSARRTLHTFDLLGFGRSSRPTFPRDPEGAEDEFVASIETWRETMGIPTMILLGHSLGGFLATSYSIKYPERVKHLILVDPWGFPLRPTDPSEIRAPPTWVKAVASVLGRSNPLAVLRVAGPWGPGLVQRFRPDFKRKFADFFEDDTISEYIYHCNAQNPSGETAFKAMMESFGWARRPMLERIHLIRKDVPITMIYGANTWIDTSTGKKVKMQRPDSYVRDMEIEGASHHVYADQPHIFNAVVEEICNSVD
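Material: mouse ABHD4 enzyme, wild type; Benchmarks: S159A mutant high control, sample median low control; Buffer or medium: HEPES pH 7.0, NaCl, Pluronic buffer; Signal: fluorescence polarization; Read-out: percent inhibition of probe binding, normalized to plate controls; Timing: pre-incubation 45 min, probe exposure 60 min, at 25 °C; Dosing: 8.92 µM, single dose.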
HTRA1 inh = HTRA1 (human) protease inhibition | AID 504803 | recombinant HTRA1, FP-rhodamine activity-based probe, fluorescence polarization | 340,000 tested, 0.5% active | inhibition, % at 5.96 µM; in the data active means inhibition above about 36%;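 further: 0% = enzyme with DMSO and 100% = wells lacking enzyme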
TDP2 inh = TDP2 (human) inhibition, absorbance primary screen. O95551. inhibition, % at 12.8 µM. AID 720702. recombinant TDP2, T5PNP hydrolysis, p-nitrophenol absorbance 415 nm. 370,000 tested, 0.34% active;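 active means inhibition above the mean of all tested compounds plus 3 SD, set per campaign, cut at about 25% in these data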;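 further: 0% = DMSO with enzyme and 100% = buffer with substrate but no TDP2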
Target sequence (O95551 whole entry, looked up): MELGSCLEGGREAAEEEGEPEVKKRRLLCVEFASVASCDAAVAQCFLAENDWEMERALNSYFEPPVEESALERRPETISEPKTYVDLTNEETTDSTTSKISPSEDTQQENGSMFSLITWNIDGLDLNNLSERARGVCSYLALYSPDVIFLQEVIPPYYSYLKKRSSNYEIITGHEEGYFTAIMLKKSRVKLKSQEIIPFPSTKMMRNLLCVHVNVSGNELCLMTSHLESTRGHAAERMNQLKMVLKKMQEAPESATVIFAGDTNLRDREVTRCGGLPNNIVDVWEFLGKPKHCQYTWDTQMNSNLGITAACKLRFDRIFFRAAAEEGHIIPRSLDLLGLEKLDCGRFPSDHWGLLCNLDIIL
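Evaluation: % inhibition relative to enzyme-containing and enzyme-free wells. Material: recombinant human TDP2. Benchmarks: enzyme-free and DMSO wells. Timing: enzyme reaction with compound for 2 h at 37 °C. Compound dosing: 12.8 µM only. Measured by: p-Nitrophenol epi absorbance. Reagent: T5PNP substrate at 5 mM, a TopII-DNA adduct mimic. Replication: single well per compound.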
TCR CD3 inh = human TCR-CD3 binding inhibition; inhibition, % at 9.4 µM; AID 651800; TAMRA-labeled TCR probe fluorescence, biochemical; 360,000 tested, 0.37% active; in the data active means inhibition above about 19%;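 further: recombinant mutant TCR 2C K166C tagged with TAMRA read by polarization; 0% = receptor in buffer alone and 100% = receptor with positive control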
UHRF1 MBD2 ctr = UHRF1 methyl-DNA binding inhibition; inhibition, % at 4.4 µM; Q96T88; 370,000 tested, 0.75% active; UHRF1 binding to methylated oligo, TR-FRET; in the data active means inhibition above about 21%;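 further: UHRF1 SRA domain binding a hemimethylated CpG hairpin DNA probe; 0% = median of test compound wells and 100% = reference inhibitor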
LEDGF integ inh = blocks HIV-1 LEDGF/p75-dependent DNA integration. TR-FRET IN-LEDGF/p75 DNA integration, Eu/Cy5. inhibition, % at 3.7 µM. 370,000 tested, 0.64% active. AID 743269;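 active means inhibition above the screen-wide mean plus 3 SD, cut at about 13% in these data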;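 further: signal is the Cy5 over europium emission ratio at 671 and 618 nm; 0% = plate median of compound wells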
PRMT1 inh = PRMT1 (human) inhibition, primary screen. Q99873. recombinant PRMT1, activity-based probe fluorescence polarization. inhibition, % at 2.79 µM. AID 652257. 370,000 tested, 1.3% active;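 active means inhibition above about 21% made by adding two undisclosed values, limit read from the data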
Starred values were filed as active, the others as inactive; . = no result given.

SMILES	Tn7 DDE FP	PG9 binder	SIAE primary	ABHD4 inh	HTRA1 inh	TDP2 inh	TCR CD3 inh	UHRF1 MBD2 ctr	LEDGF integ inh	PRMT1 inh
COC(=O)C1(c2ccccc2)NC(c2cccs2)C2C(=O)N(c3ccccc3)C(=O)C21 (stereo not given)	5.2	0.4	1.4	4.3	-5.3	-3.9	-1.7	0.7	-3.3	-1.0
COc1ccc(NC(=O)c2cc([N+](=O)[O-])ccc2N2CCCCC2)cc1OC	-8.4	2.3	3.2	-2.5	-1.7	0.3	1.7	-1.9	-1.2	4.8
Cn1nnnc1SCCOc1ccc(C#N)cc1	6.1	-2.6	1.9	-7.7	-0.8	-3.4	-0.8	-7.3	-1.5	-0.8
Cc1nc(-c2ccccc2)sc1-c1nc(-c2ccncc2)ncc1S(=O)(=O)c1ccccc1	-3.0	-0.5	0.4	5.9	-2.6	10.8	5.0	-0.5	-2.3	-2.1
COc1ccc(CCNC(=O)CNCC(c2ccccc2)N(C)C)cc1OC (stereo not given)	-5.1	-1.6	18.8*	14.4	10.4	6.3	-1.9	1.7	2.5	0.6
CCCNC(=O)C(=O)Nc1ccc2c(c1)N(S(=O)(=O)c1cccs1)CCC2	-4.0	0.6	-6.3	-3.2	3.3	-1.5	-1.7	1.6	4.2	-4.5
CC(C)C(=O)NC(=S)Nc1ccc(S(=O)(=O)Nc2ccccc2)cc1	-6.2	-0.2	5.0	-9.6	-31.8	6.5	2.1	-4.0	2.5	-4.8
COC(=O)c1cc2sccc2n1Cc1ccc(C)cc1	3.1	2.1	1.5	-4.9	-15.0	6.1	4.3	-1.4	4.0	0.8
CCOC(=O)C1=NN(c2ccc(Cl)cc2)/C(=C/C2=NCCc3cc(OC)c(OC)cc32)S1	4.9	-2.9	1.3	2.0	1.3	16.0	-2.7	-1.9	-3.2	1.1
Cc1ccn2cc(-c3cccc([N+](=O)[O-])c3)nc2c1	0.3	-1.2	6.7	0.0	1.4	0.6	3.6	-1.0	2.1	0.6
Cc1cc(Cl)ccc1C(O)c1ncc(-c2cccc3ccccc23)[nH]1 (stereo not given)	3.0	-1.8	-1.9	-3.6	.	6.2	-5.3	1.3	-5.5	-0.5
O=C(Nc1ccc(F)c(F)c1)C1CCN(S(=O)(=O)c2cccc3nonc23)CC1	1.7	-0.5	-4.3	3.2	-0.9	0.3	-3.2	5.8	0.2	1.0
CC1(C)CN(CCc2ccccc2)C(=O)[C@H]1CC(=O)Nc1ccccc1	2.1	0.8	-4.7	3.1	-4.5	-1.2	4.2	-0.5	-1.0	0.1
CCOc1ccc(CC(=O)N/N=C(\C)c2cccnc2)cc1OCC	0.8	-3.0	-0.5	1.3	-6.0	-2.4	4.8	-2.2	-1.1	-2.9
Cc1nc(S(=O)(=O)N(C)c2ccccc2)c(C#N)c(C)c1Cl	6.4	0.7	-0.6	-9.1	-13.1	1.7	-0.5	4.6	-3.0	2.8
C=CCn1c(COc2ccccc2)nc2ccccc21	-1.8	0.5	-9.9	-3.9	-4.6	8.8	1.8	-0.8	3.5	-2.2
O=C(NCc1ccc(OC(F)(F)F)cc1)C1CC2Cn3c(nc4ccccc43)C2N1c1ccccc1 (stereo not given)	1.0	-0.8	1.6	-4.7	-5.3	3.1	-3.4	-0.5	1.1	0.9
O=c1c2ccccc2ncn1-c1ccc(Cl)cc1Cl	-3.0	0.5	-3.7	1.7	.	-9.2	-8.2	0.2	0.8	0.3
CNC(=O)N(O)C1N(C)C(=O)N(Cc2ccccc2)C1(C)C (stereo not given)	-0.1	1.5	1.4	5.4	2.1	-4.9	-5.0	2.5	-1.7	4.4
O=C(NCCOc1ccc(Cl)cc1)C1CC(=O)N(c2ccc(F)cc2)C1 (stereo not given)	-5.5	1.8	2.1	4.2	-13.2	-0.1	-1.2	3.9	3.4	-1.3

Reformatted with values under each structure: entries from further up.
Results follow in this order: Tn7 DDE FP, PG9 binder, SIAE primary, ABHD4 inh, HTRA1 inh, TDP2 inh, TCR CD3 inh, UHRF1 MBD2 ctr, LEDGF integ inh, PRMT1 inh
CCOC(=O)C1=NN(c2ccc(Cl)cc2)/C(=C/C2=NCCc3cc(OC)c(OC)cc32)S1
    4.9, -2.9, 1.3, 2.0, 1.3, 16.0, -2.7, -1.9, -3.2, 1.1
Cc1ccn2cc(-c3cccc([N+](=O)[O-])c3)nc2c1
    0.3, -1.2, 6.7, 0.0, 1.4, 0.6, 3.6, -1.0, 2.1, 0.6
Cc1cc(Cl)ccc1C(O)c1ncc(-c2cccc3ccccc23)[nH]1 (stereo not given)
    3.0, -1.8, -1.9, -3.6, ., 6.2, -5.3, 1.3, -5.5, -0.5
O=C(Nc1ccc(F)c(F)c1)C1CCN(S(=O)(=O)c2cccc3nonc23)CC1
    1.7, -0.5, -4.3, 3.2, -0.9, 0.3, -3.2, 5.8, 0.2, 1.0
CC1(C)CN(CCc2ccccc2)C(=O)[C@H]1CC(=O)Nc1ccccc1
    2.1, 0.8, -4.7, 3.1, -4.5, -1.2, 4.2, -0.5, -1.0, 0.1
CCOc1ccc(CC(=O)N/N=C(\C)c2cccnc2)cc1OCC
    0.8, -3.0, -0.5, 1.3, -6.0, -2.4, 4.8, -2.2, -1.1, -2.9
Cc1nc(S(=O)(=O)N(C)c2ccccc2)c(C#N)c(C)c1Cl
    6.4, 0.7, -0.6, -9.1, -13.1, 1.7, -0.5, 4.6, -3.0, 2.8
C=CCn1c(COc2ccccc2)nc2ccccc21
    -1.8, 0.5, -9.9, -3.9, -4.6, 8.8, 1.8, -0.8, 3.5, -2.2
O=C(NCc1ccc(OC(F)(F)F)cc1)C1CC2Cn3c(nc4ccccc43)C2N1c1ccccc1 (stereo not given)
    1.0, -0.8, 1.6, -4.7, -5.3, 3.1, -3.4, -0.5, 1.1, 0.9

More entries
SMILES	Tn7 DDE FP	PG9 binder	SIAE primary	ABHD4 inh	HTRA1 inh	TDP2 inh	TCR CD3 inh	UHRF1 MBD2 ctr	LEDGF integ inh	PRMT1 inh
COc1cc2c(cc1OC)CN(c1ccc(F)cc1[N+](=O)[O-])CC2	4.0	-1.4	8.8	2.1	-6.0	14.6	1.0	-2.5	-0.4	3.7
C/C(=N\NC(=O)CC#N)c1cc2ccccc2oc1=O	6.8	1.4	-1.9	3.3	-0.8	6.8	4.9	-9.4	1.4	4.6
Cc1cccc(NC(=O)Nc2ccc([N+](=O)[O-])cc2)n1	8.2	-0.4	1.0	-4.3	-1.2	7.1	12.3	0.5	3.9	-3.1
CN(Cc1ccccc1)C(=O)c1ccc(S(=O)(=O)N(C)c2ccccc2)cc1	-0.9	-2.0	-11.9	-8.2	-10.5	-10.8	2.7	0.9	4.9	-3.0
Cc1ccc(S(=O)(=O)C(C#N)c2nc3ccccc3nc2N2CCN(C)CC2)cc1 (stereo not given)	-2.6	-1.9	6.5	12.6	5.3	-11.2	-7.5	-0.5	-1.6	-1.7
COc1cccc(CNC(=O)CN2C(=O)COc3ccc(S(=O)(=O)N4CCCCC4)cc32)c1	-2.0	2.2	1.1	-7.5	0.0	-12.7	-1.5	5.6	0.2	2.9
N#C/C(=C/c1ccc([N+](=O)[O-])cc1)C(N)=O	-4.2	-0.2	-2.5	-7.4	4.0	-15.3	-3.8	0.8	4.1	0.2
O=C(NCc1ccc(Cl)cc1)C1C2C=CC3(CN(Cc4ccccc4)C(=O)C13)O2 (stereo not given)	-3.8	.	-2.5	-1.5	.	-4.5	.	3.7	3.9	0.2
COc1ccc2[nH]c3c(c2c1)CCN[C@]31C(=O)Nc2ccccc21	-5.6	.	1.2	8.4	.	0.7	.	0.1	-1.8	5.3
CCc1nc(SCC(=O)O)c(C#N)c2c1CCCC2	-0.9	0.3	4.6	2.1	-0.9	-0.9	5.7	-0.1	-5.6	1.6
Cn1c(SCC(=O)Nc2ccc3c(c2)OCO3)nnc1C(F)(F)F	4.5	1.0	2.2	-1.0	-1.4	4.2	2.3	0.9	-2.9	2.2
COc1ccc(CC(=O)NNC(=O)c2ccc(Br)o2)cc1	-1.7	-1.6	-2.5	-0.1	-1.3	-7.3	12.8	-1.1	2.2	-5.7
CCOC(=O)c1cccc(NC(=O)CSc2nnnn2CC)c1	5.6	-1.9	4.6	10.4	3.5	-2.2	6.0	-0.4	1.7	-2.7
O=C(NCc1ccccc1)c1onc(CSc2ccc(Cl)cc2)c1C(=O)NCc1ccccc1	-5.8	-1.3	-41.4	1.8	-60.2	5.9	-7.1	-2.7	-0.3	-3.7
COc1cccc(CNC(=O)N2CCN(c3ccccc3Cl)CC2)c1	3.2	-1.3	0.7	-3.4	-2.3	17.5	0.1	-0.5	-0.5	0.6
Cc1ccc(NC(=O)CSc2nnc(-c3cccs3)o2)cc1S(=O)(=O)N1CCCCC1	-3.2	-1.1	2.9	-2.3	-2.8	-3.1	2.8	-1.9	-1.5	-2.1
COc1ccccc1C(=O)NNC(=O)c1nn(Cc2ccccc2)c(=O)c2ccccc12	2.8	-2.3	-4.2	-3.9	1.4	-3.1	5.4	2.8	-1.4	-5.0
COCCCNC(=S)NC(=O)c1ccc([N+](=O)[O-])cc1	0.0	0.1	-1.7	10.5	-2.6	-12.2	-4.3	2.3	-2.2	1.0
COC(=O)c1ccc(CN(c2ccc(C(=O)O)c(O)c2)S(=O)(=O)c2ccc(Cl)c([N+](=O)[O-])c2)cc1	-0.1	-2.0	-25.4	-24.7	-41.4	12.0	0.5	1.3	-1.9	0.3
O=S(=O)(Nc1ccc(-n2cccc2)cc1)c1ccc(F)cc1	-9.3	-2.3	-3.4	-13.3	-9.0	-16.4	5.9	0.8	-2.8	-5.3
Cc1ccc(C(C)(C)C)cc1S(=O)(=O)N1CCC(C(=O)N2CCN(c3ccc(O)cc3)CC2)CC1	-3.0	1.7	15.3	19.7	3.1	-1.0	2.4	-2.6	3.4	9.8
CC(C)C(=O)N1CCC(c2nc(-c3ccc(S(=O)(=O)N4CCCC4)cc3)no2)CC1	4.5	-0.2	-4.3	-1.8	-0.4	5.6	0.2	-0.6	-0.9	-0.4
CCOc1ccc(-c2nc(N)ncc2Oc2cccc(OC)c2)c(O)c1	3.2	0.1	-7.9	-27.0	-50.6	-2.9	2.4	1.2	-3.7	0.5

Bioassay records: PubChem, The Scripps Research Institute Molecular Screening Center
